Mito fusion act = mitochondrial division inhibition or fusion activation | S. cerevisiae fusion-defective mutant growth rescue, CellTiterGlo 48 h | Potency, µM (series often up to 46.1 µM), for the others: at the highest dose growth rescue (activation), most hits filed as activators | 320,000 tested, 0.23% active | AID 485298;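 note: potency is the fitted concentration of half-maximal effect; % of control where 0% means no effect; nearly all actives have a fitted effect of over 45% in size; temperature-sensitive fusion mutants such as fzo1-1 at 37 °C on non-fermentable ethanol glycerol medium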
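S. cerevisiae fusion-defective temperature-sensitive mutants (e.g. fzo1-1, mgm1-5) grown 48 h at 37C in YPEG (ethanol/glycerol non-fermentable) medium with 23 nl compound per well; growth rescue read as CellTiterGlo luminescence.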
Eya2 inh = inhibitors of human Eya2 phosphatase activity | O00167 | recombinant Eya2, OMFP fluorescence dephosphorylation (OMFP is methylfluorescein phosphate) | Potency, µM (highest dose often 76.9 µM), without a hit: at the top dose activity, negative = inhibition, usual class: inhibitors | 330,000 tested, 0.006% active; note: potency is the fitted concentration of half-maximal effect; % is set by controls: 0 for no effect and ±100 for the full control effect
Target sequence (O00167 whole entry, looked up): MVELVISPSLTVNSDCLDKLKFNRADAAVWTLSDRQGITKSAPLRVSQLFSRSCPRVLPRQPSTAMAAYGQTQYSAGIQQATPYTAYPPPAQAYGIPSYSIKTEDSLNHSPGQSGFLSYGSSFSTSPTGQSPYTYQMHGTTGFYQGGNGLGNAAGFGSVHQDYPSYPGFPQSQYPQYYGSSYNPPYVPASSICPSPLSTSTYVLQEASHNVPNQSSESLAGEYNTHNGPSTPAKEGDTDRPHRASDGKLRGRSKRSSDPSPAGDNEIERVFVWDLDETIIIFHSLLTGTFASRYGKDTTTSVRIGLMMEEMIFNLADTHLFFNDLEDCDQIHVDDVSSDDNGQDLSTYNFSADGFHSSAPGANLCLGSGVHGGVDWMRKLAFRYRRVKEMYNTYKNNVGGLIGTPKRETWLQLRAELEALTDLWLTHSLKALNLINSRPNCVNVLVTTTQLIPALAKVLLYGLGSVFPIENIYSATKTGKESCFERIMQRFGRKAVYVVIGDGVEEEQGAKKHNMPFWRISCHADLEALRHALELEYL
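Eya2 (0.2 uM) preincubated 10 min at ambient with compound, then OMFP substrate added at 50 uM; 10 min reaction in 50 mM HEPES pH 7.5, 50 mM NaCl, 5 uM MgCl2, 0.05% BSA, 1 mM DTT. Fluorescence read at Ex 485/Em 525 nm.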
ELG1 DNA repair = inhibitors of ELG1-dependent DNA repair in HEK293T cells | 330,000 tested, 2.3% active | Potency, µM (top dose mostly 46.1 µM), for inactives: at the highest dose activity change, negative = inhibition, most hits filed as inhibitors | AID 504467 | HEK293T ELG1-luciferase reporter, luminescence, 16 h; DNA damage induced by 5-fluorouridine; note: potency is the fitted concentration of half-maximal effect; % is set by controls: 0 for no effect and ±100 for the full control effect; nearly all actives have a fitted effect of over 55% in size
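Cells (2,000 per well) received 5-fluorouridine plus test compound or DMSO and were incubated 16 hr at 37 °C, 5% CO2. Luciferase activity was read by luminescence 30 min after ONE-Glo addition; signal suppression marked inhibition of damage-induced ELG1 function.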
TSHR antagonist = antagonists of human thyroid stimulating hormone receptor; P16473; TSHR-expressing cells, TSH-stimulated cAMP HTRF, 2 h; hits give low values; activity change, negative = inhibition, % at 11.5 µM; 330,000 tested, 0.2% active; AID 504810;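 active = activity change below a set negative limit, meaning inhibition stronger than a set level, cut at about -70% in these data; inconclusive = activity change between two set negative limits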; note: % is set by controls: 0 for no effect and ±100 for the full control effect
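Inhibition of cAMP made by TSHR-expressing cells under TSH stimulation (4nM final, EC80; 2 h, 37 deg C) is quantified with a one-step lysis HTRF kit, anti-cAMP cryptate versus cAMP-d2.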
ASM inhibitor = inhibitors of human secretory acid sphingomyelinase; P17405; placental ASM, HMU-PC fluorogenic substrate, 60 min; Potency, µM (doses to about 57.5 µM), inactives show at the top dose activity change, negative = inhibition, hits mostly inhibitors; 340,000 tested, 0.006% active; AID 504937; note: potency is the fitted concentration of half-maximal effect
Target sequence (P17405 47-631 limits assumed): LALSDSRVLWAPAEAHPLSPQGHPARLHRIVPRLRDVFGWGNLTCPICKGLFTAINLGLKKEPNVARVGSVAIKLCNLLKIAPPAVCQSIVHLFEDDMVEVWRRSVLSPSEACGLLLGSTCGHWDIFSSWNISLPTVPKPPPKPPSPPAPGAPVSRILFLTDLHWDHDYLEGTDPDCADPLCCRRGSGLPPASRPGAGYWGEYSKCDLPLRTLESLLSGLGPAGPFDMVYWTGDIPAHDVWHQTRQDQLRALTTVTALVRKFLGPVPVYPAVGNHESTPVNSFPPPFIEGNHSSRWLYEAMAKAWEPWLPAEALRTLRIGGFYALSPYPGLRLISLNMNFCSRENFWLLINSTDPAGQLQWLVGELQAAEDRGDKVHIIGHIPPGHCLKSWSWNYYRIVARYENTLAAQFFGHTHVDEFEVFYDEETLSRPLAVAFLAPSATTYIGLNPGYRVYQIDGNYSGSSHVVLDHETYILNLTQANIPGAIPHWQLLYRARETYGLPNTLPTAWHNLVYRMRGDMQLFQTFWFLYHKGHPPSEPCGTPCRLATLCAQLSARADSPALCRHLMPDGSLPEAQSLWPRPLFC
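Steps: dispense placental human ASM, pin compound, wait 10 min at room temperature, add HMU-PC0 substrate at 9 uM final, incubate 60 min at 37 °C, add stop solution raising pH to 10, read fluorescence.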
TCR activator = activates T cell receptor signaling. primary human leukocytes, anti-CD3, IL-2 HTRF, 48 h. Potency, µM (series often up to 9.22 µM), inactives show at the top dose activation of IL-2 secretion, usual class: activators. 330,000 tested, under 10 active; note: % of control where 0% means no effect
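Activity was scored as IL-2 release from primary human leukocytes given only a TCR signal (a-CD3 beads) plus compound for 48 hr. Detection used a two-antibody HTRF format read at 665nm.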
PTAP TSG101 blk = blocks PTAP/TSG101 interaction to inhibit HIV-1 budding | Q99816 | Fluorescence polarization, FITC-PTAP peptide / Tsg101 binding | Potency, µM (highest dose often 115 µM), for the others: top-dose activity change, negative = inhibition, actives largely listed as inhibitors | 340,000 tested, under 10 active; active = well fitted inhibition curve with a large enough effect in the main read-out, with a control signal flat, not every such curve was filed as active; inconclusive = small, poorly fitted or top-dose-only effect, or effect the other way, or a change in a side signal; inactive = no such curve, though single readings can be large or run the other way; note: potency is the fitted concentration of half-maximal effect; % of control where 0% means no effect
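Fluorescence anisotropy tracks displacement of a FITC-tagged PTAP peptide (50 nM) from the Tsg101 binding domain (10 uM), following a 20 min room-temperature incubation at pH 7.5.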
Tb PFK inh = blocks T. brucei phosphofructokinase; O15648; T. brucei PFK, ADP-Glo luminescence; Potency, µM (doses to about 57.5 µM), for the others: top-dose activity, negative = inhibition, most hits filed as inhibitors; 330,000 tested, 0.17% active; AID 485367;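 note: potency is the fitted concentration of half-maximal effect; 0% = uninhibited 1x PFK enzyme wells and -100% = no-enzyme wells; nearly all actives have a fitted effect of over 60% in size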
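Compounds were pin-transferred as a titration series up to 57 uM into substrate buffer (0.5 mM F6P, 0.1 mM ATP, pH 8.0), then 1.25 nM PFK was added and reactions ran 45 min before ADP-Glo detection.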
A-T KAP1 phos = candidate therapy for ataxia-telangiectasia. […] A-T fibroblasts, KAP-1 phosphorylation AlphaLISA; neocarzinostatin DNA damage 30 min before lysis. Potency, µM (highest dose often 57.5 µM), for the others: top-dose activation, hits mostly activators. 320,000 tested, 0.19% active. AID 485349; note: potency is the fitted concentration of half-maximal effect; % of control where 0% means no effect; nearly all actives have a fitted effect of over 45% in size
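ATM-like activity read as KAP-1 phosphorylation via AlphaLISA donor/acceptor antibody pairs after lysis and 6 hr at 25C. Cells were ATM-null patient fibroblasts ([…], hTERT), dosed 60 min, then exposed to the DSB inducer NCS for 30 min.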
a7 integrin act = activators of alpha7 integrin expression for muscular dystrophy. 350,000 tested, 0.064% active. alpha7betagal myoblasts, beta-gal FDG fluorescence, 48 h. AID 624291. Potency, µM (titrated, usually from 38.3 µM), for inactives: top-dose activation, most hits filed as activators;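 note: potency is the fitted concentration of half-maximal effect; 100% = response of the positive control SU9516; nearly all actives have a fitted effect of over 60% in size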
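Alpha7betagal+/- myoblasts (passage 13) were plated 16-24 hr, then exposed to compounds (1:260 dilution of DMSO stock) for 48 hours at 37C. After MPER lysis, β-galactosidase reporter activity was read as FDG fluorescence (ex 480/em 540) after 30 minutes.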
Chronic BCR inh = blocks chronic active B-cell receptor signaling; ABC-DLBCL IkBa-CBG/CBR reporter, luminescence ratio, 4 h; Potency, µM (titrated, usually from 46.1 µM), for the others: at the top dose ratio change, negative = lower green/red ratio, actives largely listed as inhibitors; 340,000 tested, 0.05% active; active = well fitted inhibition curve with a large enough effect in the signal ratio, with a control signal flat, not every such curve was filed as active; inconclusive = small, poorly fitted or top-dose-only effect, or effect the other way, or a change in a side signal; the % refers to the signal ratio;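 note: potency is the fitted concentration of half-maximal effect; plate controls were basal doxycycline-induced cells for no effect and cells given 10 µM MG132 for full effect; MG132 reads +100%, hits lower the ratio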
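Doxycycline induced both beetle luciferases in TMD8 lymphoma cells; IKK-driven degradation limits the IkappaBalpha-fused green signal, while red luminescence normalises for cell number and nonspecific effects. Compounds tested up to 46 uM, 4 hrs.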
The depositor's hits bear a star; ? = inconclusive; . = not tested or not shown; & = joins results of further samples; [ ] = another dose, or the depositor's remark. Unless noted, calls come from the whole dose curve; as a rule, active = well fitted curve in the direction sought with a large enough effect; inconclusive = small, poorly fitted or top-dose-only effect, or another doubt; inactive = no such curve, though single readings can be large; an effect the other way counts as inactive or inconclusive.

no.	structure	Mito fusion act	Eya2 inh	ELG1 DNA repair	TSHR antagonist	ASM inhibitor	TCR activator
1	Cc1ccc(C)n1-c1ccc(C(=O)N2CCC(C(N)=O)CC2)cc1	-5%	7%	16%	-2	1%	2%
2	Cc1ccc(NC2CCCN(C(=O)CN3C(=O)CSC3=O)C2)cc1C (configuration not stated)	0%	-6%	1%	37	3%	0%
3	CC1Cc2ccccc2N1C(=O)CN1C(=O)NC2(CCCCC2)C1=O (configuration not stated)	3%	-3%	-1%	25	1%	1%
4	O=C(COC(=O)c1ccc(Br)cc1)NCCc1ccccc1	8%	-2%	9%	-5	3%	-13%[46.1 µM]
5	COC(=O)CC1C(=O)NCCN1C(=O)Nc1ccccc1 (configuration not stated)	1%	27%	3%	16	-2%	-1%
6	C=CCNc1nc2c(c(=O)n(C)c(=O)n2C)n1CC(=C)C	20%	-4%	5%	5	5%	1%
7	C=CCN(C(=O)c1cc(C)cc(C)c1)C1(C(=O)Nc2ccccc2)CCN(C(C)C)CC1	6%	-1%	1%	2	2%	-2%
8	C=C(Cl)COC(=O)C1C2C=CC(C2)C1C(=O)O (configuration not stated)	-4%	0%	-4%	4	0%	2%[46.1 µM]
9	CCc1sc(C(=O)Nc2cc(S(=O)(=O)N3CCOCC3)ccc2OC)cc1C	8%	-16%	?	-21	-2%	-2%
10	COc1ccc(/C=C2/NC(=O)N(CC(=O)Nc3cccc(C)c3)C2=O)cc1O	-1%	15%	4%	-7	7%	-5%
11	Cc1cc(C(=O)OCC(=O)c2c(N)n(C)c(=O)n(C)c2=O)c(C)o1	0%	-4%	-4%	1	-1%	1%
12	O=C(NCC1CCCO1)c1cc2ccccc2oc1=O (configuration not stated)	5%	-1%	?	5	-3%	-6%

no.	PTAP TSG101 blk	Tb PFK inh	A-T KAP1 phos	a7 integrin act	Chronic BCR inh
1	-3%	-5%	-1%	-22%	-1%
2	.	9%	-14%	-12%	-1%
3	1%	0%	11%	2%	-8%
4	1%	11%	6%	1%	-1%
5	-1%	0%	10%	-8%	2%
6	4%	-5%	35%	-4%	2%
7	-1%	-2%	1%	?	?
8	-7%	4%	.	8%	6%
9	-6%	8%	6%	6%	1%
10	-5%	-1%	2%	-5%	-1%
11	-2%	-3%	-1%	-7%	22%
12	-3%	-2%	-3%[11.5 µM]	6%	?

4 of the compounds above, in transposed form.
#9 CCc1sc(C(=O)Nc2cc(S(=O)(=O)N3CCOCC3)ccc2OC)cc1C
#2 Cc1ccc(NC2CCCN(C(=O)CN3C(=O)CSC3=O)C2)cc1C (configuration not stated)
#4 O=C(COC(=O)c1ccc(Br)cc1)NCCc1ccccc1
#12 O=C(NCC1CCCO1)c1cc2ccccc2oc1=O (configuration not stated)

| Compound | 9 | 2 | 4 | 12 |
| --- | --- | --- | --- | --- |
| Mito fusion act | 8% | 0% | 8% | 5% |
| Eya2 inh | -16% | -6% | -2% | -1% |
| ELG1 DNA repair | ? | 1% | 9% | ? |
| TSHR antagonist | -21 | 37 | -5 | 5 |
| ASM inhibitor | -2% | 3% | 3% | -3% |
| TCR activator | -2% | 0% | -13%[46.1 µM] | -6% |
| PTAP TSG101 blk | -6% | . | 1% | -3% |
| Tb PFK inh | 8% | 9% | 11% | -2% |
| A-T KAP1 phos | 6% | -14% | 6% | -3%[11.5 µM] |
| a7 integrin act | 6% | -12% | 1% | 6% |
| Chronic BCR inh | 1% | -1% | -1% | ? |

New compounds follow
no.	structure	Mito fusion act	Eya2 inh	ELG1 DNA repair	TSHR antagonist	ASM inhibitor	TCR activator
13	COc1cc(OC)cc(-n2nnnc2SCC(=O)Nc2nc3c(s2)CCCC3)c1	2%	1%	?	9	-7%	1%
14	CCOC(=O)C1=CN(Cc2ccco2)S(=O)(=O)NC1c1ccc(F)c(Cl)c1 (configuration not stated)	.	6%	-4%	2	-1%	-5%[46.1 µM]
15	COc1ccc(/C=C/C(=O)N(C)Cc2cccs2)cc1S(=O)(=O)N1CCOCC1	-7%	-6%	-18%	20	-4%	.
16	O=C(OCc1nc2ccccc2s1)C1CCN(S(=O)(=O)c2cccs2)CC1	0%	-8%	?	-1	-3%	-4%
17	COc1ccc(-c2c(-c3ccccc3)c(C(=O)C(=O)NCCCN(C)C)n3ccc4cc(OC)c(OC)cc4c23)cc1OC	-6%	-22%	-10%	0	15%	-4%
18	CCN(c1ccccc1)S(=O)(=O)c1ccc(OCC(=O)Nc2cc(C)on2)cc1	10%	-23%	?	2	-1%	5%
19	Cn1c(N)c(S(=O)(=O)N2CCN(Cc3ccccc3)CC2)c(=O)n(C)c1=O	-1%	0%	-12%	3	2%	1%
20	Nc1nc2ccc(S(=O)(=O)c3ccc4nc(N)sc4c3)cc2s1	1%	29%	22%	-4	-1%	4%
21	O=C(O)c1ncc(Cl)c(Cl)c1Cl	1%&-4%	7%&-6%	3%&5%	-2&-5	8%&5%	-9%&-2%
22	COc1ccc(N2CC(C(=O)Nc3cccc(S(=O)(=O)N4CCCC4)c3)CC2=O)c(OC)c1 (configuration not stated)	-3%	31%	?	-7	0%	-4%
23	Cc1cc(/C=C(\C#N)C(=O)NCC2CCCO2)c(C)n1-c1ccc(Cl)cc1 (configuration not stated)	3%	-9%	?	3	10%	-3%
24	COc1ccccc1N1C(=O)c2ccccc2NC1C(OC)OC (configuration not stated)	-3%	5%	6%	17	43%[activator]	7%[46.1 µM]

no.	PTAP TSG101 blk	Tb PFK inh	A-T KAP1 phos	a7 integrin act	Chronic BCR inh
13	-6%	3%	4%	8%	?
14	1%	-4%	-6%	-2%	9%
15	1%	0%	0%	-1%	0%
16	-4%	?	0%	-19%	?
17	2%	1%	-19%	-26%	22%
18	-1%	-6%	16%	-7%	8%
19	-3%	0%	-10%	19%	?
20	-6%	2%	1%	-6%	?
21	-3%&-9%	-2%&5%	-7%&15%	?	2%&-26%
22	0%	-1%	-1%	?	3%
23	-5%	0%	-3%	-11%	-3%
24	-2%	-1%	.	0%	0%

Nos. 23 to 24, reprinted for reference:
no.	structure	Mito fusion act	Eya2 inh	ELG1 DNA repair	TSHR antagonist	ASM inhibitor	TCR activator
23	Cc1cc(/C=C(\C#N)C(=O)NCC2CCCO2)c(C)n1-c1ccc(Cl)cc1 (configuration not stated)	3%	-9%	?	3	10%	-3%
24	COc1ccccc1N1C(=O)c2ccccc2NC1C(OC)OC (configuration not stated)	-3%	5%	6%	17	43%[activator]	7%[46.1 µM]

no.	PTAP TSG101 blk	Tb PFK inh	A-T KAP1 phos	a7 integrin act	Chronic BCR inh
23	-5%	0%	-3%	-11%	-3%
24	-2%	-1%	.	0%	0%

Further records.
no.	structure	Mito fusion act	Eya2 inh	ELG1 DNA repair	TSHR antagonist	ASM inhibitor	TCR activator
25	CC1CC(=O)Nc2ccccc2N1S(=O)(=O)c1ccc(C#N)cc1 (configuration not stated)	-1%	3%	-8%	2	-3%	2%
26	O=C(NCCNC(=O)c1ccccc1Br)c1ccccc1Br	-1%	3%	-3%	-10	-2%	-3%
27	COCCC(=O)N1CCC(Oc2ccc(C(=O)N3CCCCCCC3)cc2)CC1	-1%	4%	-20%	-13	4%	14%
28	COc1cccc(/C=N/NC(=O)CSc2ccccc2C)c1OC	-12%	2%	1%	-4	3%	-17%
29	Cc1ccc(-c2noc(N=O)c2NO)cc1	11%	4%	?	-2	45%[activator]	7%
30	O=C(Nc1nc(N2C(=O)c3ccccc3C2=O)n(-c2ccccc2)n1)c1ccc(Cl)cc1	-1%	1%	1%	-7	-4%	0%
31	O=C(Cc1ccc([N+](=O)[O-])cc1)Nc1cccnc1	3%	8%	-1%	3	2%	-1%

no.	PTAP TSG101 blk	Tb PFK inh	A-T KAP1 phos	a7 integrin act	Chronic BCR inh
25	-7%	2%	-2%	5%	1%
26	-13%	0%	1%	?	-6%
27	-11%	0%	9%	-23%	-4%
28	1%	-11%	7%	0%	?
29	-5%	1%	12%	9%	?
30	-2%	-1%	-14%	1%	?
31	-1%	?	-3%	-13%	8%
